Screening data deposited in PubChem by Small Molecule Screening Facility, UW Madison.
PriA SSB inh = blocks PriA binding to SSB C-terminal tail; AlphaScreen SSBct-PriA binding, biotinylated peptide; inhibition, % at 33 µM; 0.6% of 430,000 active; in the data active = inhibition mostly above about 37%, no sharp cut-off; inactive = mostly below about 20%;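 note: plate controls were negative control peptide for no effect and reference peptide for full effect; strong numbers were not always called active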
* hit, by the source's call; & = joins results of further samples.

SMILES | PriA SSB inh
CSCCC(NS(=O)(=O)c1ccccc1F)C(=O)O (stereo not drawn) | -9.0
CCN(CC)CCNC(=O)c1ccc(/C=C2\SC(=S)N(C)C2=O)cc1 | 7.0
O=C(NCCc1nc2c(c(C(F)(F)F)n1)CCCC2)c1ccsc1 | -11.0
CSc1ccc(/C=[N+](/[O-])c2ccccc2)cc1 | -17.0
O=C(c1ccc2cc[nH]c2c1)N1CCCCC(c2ccc(Cl)cc2)C1 (stereo not drawn) | 2.0
COC(=O)/C=C1/SC(=NNC(=O)c2ccc(Cl)cc2Cl)NC1=O | 1.1
CC1CN(CC(O)Cn2c3ccccc3c3ccccc32)CC(C)O1 (stereo not drawn) | -2.0
COc1cccc(CC(=O)N2CCC(OC)CC2)c1 | -23.0
Oc1c(C(c2ccc(F)cc2)N2CCC3(CC2)OCCO3)sc2ncnn12 (stereo not drawn) | 6.0
O=C(N1C2C=CCC1CC2)C1(c2ccc(Cl)cc2)CCCC1 (stereo not drawn) | -16.0
Cn1c(C(F)(F)F)nn(CCNC(=O)Cn2cnc3c2c(=O)n(C)c(=O)n3C)c1=O | -1.0
O=C1C(=O)N(CC(O)COc2cccc3ccccc23)C(=O)C(=O)N1CC(O)COc1cccc2ccccc12 (stereo not drawn) | -1.0&19.0
CC(C(=O)N1CCCC(Cc2nc(-c3ccsc3)no2)C1)n1cccn1 (stereo not drawn) | -7.0
COc1ccc(S(=O)(=O)Nc2ccc3c(c2)CN(C(=O)C(C)C)CC3)cc1 | 1.0
CCN(CC)c1ccc(C=NNC(=O)Nc2nonc2N)cc1 | 20.7
COc1cc(C=NNC(=O)c2ccncc2)cc2c1OCO2 | -10.5
CCc1ccc(S(=O)(=O)N2CCN(c3ccc(-c4ccccc4OC)nn3)CC2)s1 | -11.0
CCc1cnc2c(c1NCc1cccs1)c(=O)n(C)c(=O)n2C | -27.0
CC(C)(C)NC(=O)C(=O)NCCCN1CCN(c2ccccc2)CC1 | -18.0
Cc1nn(C)c(C)c1S(=O)(=O)Nc1cnn(C2CCOCC2)c1 | -13.0
CCC1C(=O)NCCN1C(=O)c1ccc(C)c(I)c1 (stereo not drawn) | -7.0
O=C(c1ccco1)N1CCN(S(=O)(=O)CCN2C(=O)CCCC2=O)CC1 | -11.0
Cc1ncn(CC(=O)NCc2ccccc2-c2ccsc2)c(=O)c1C | -4.0
O=C(Nc1nnc(CCS(=O)(=O)c2ccccc2)o1)c1sc2ccccc2c1Cl | 9.0
COCCn1nnn(-c2ccc(NS(=O)(=O)/C=C/c3ccccc3)cc2)c1=O | -1.0
COc1ccc(OC)c2sc(N(C[C@H]3CCCO3)C(=O)c3cc(C)nn3C)nc12 | 9.0
Cc1cc(OC2CN(S(=O)(=O)c3ccc(Br)s3)C2)cc(=O)o1 | 3.0
CSc1cccc2sc(NC(=O)c3nc4ccccc4s3)nc12 | 1.0
CC(=O)ON=C(c1nonc1N)N(C)C | -23.2
COc1ccc(S(=O)(=O)C2CN(C(=O)COc3ccc(Cl)cc3Cl)C2)cc1 | -1.0
O=C(C1CC=CCC1)N1CCC(c2nnc(-c3ccsc3)o2)CC1 (stereo not drawn) | -17.0
COc1nn(C)cc1C(=O)N1CCSC(c2ccco2)CC1 (stereo not drawn) | 3.0
Cc1cc(NC(=O)C2CCCN2S(=O)(=O)c2cccs2)n(-c2nc3c(F)cccc3s2)n1 (stereo not drawn) | -10.0
O=C(CSc1ccc(NC(=O)c2cccs2)nn1)Nc1ccc(F)cc1F | -17.0
Cn1cc(SCC(=O)Nc2ccc(OC(F)(F)F)cc2)c2ccccc21 | -8.0&1.0
CC12CCC(C/C1=N/N=C1/NC(=O)C(CC(=O)NC(N)=O)S1)C2(C)C (stereo not drawn) | -11.0
CCCOc1ccc(C=NNc2ccccc2[N+](=O)[O-])c(OCCC)c1 | 32.8
O=S(=O)(NC[C@@H](O)Cc1ccccc1)c1cccc2cccnc12 | -10.0
CC(C)c1nc(SCC(N)=O)c2c(=O)n(C)c(=O)n(C)c2n1 | -9.0
O=C(NCCOc1ccc(F)cc1)c1cc([N+](=O)[O-])cc([N+](=O)[O-])c1 | 7.0
CC(/C=C/c1ccccc1)=NNC(=O)c1ccc(Br)cc1 | -6.5
CC(=O)c1ccc(NC(=O)c2ccno2)cc1 | -12.0
CC(=O)C(C)n1c(=O)c2c(nc3oc(-c4ccccc4)cn32)n(C)c1=O (stereo not drawn) | -14.0
Cc1cc(C)c(S(=O)(=O)NCCn2ncccc2=O)c(C)c1 | -2.0
O=C(CCCSc1nnc2c(n1)[nH]c1ccccc12)NC1CCCCC1 | 9.0
O=C(Cn1cnc(-c2ccc(F)cc2)cc1=O)N1CCC(Cc2ccccc2)CC1 | -6.0
CC(C)(C)SC1CCN(C(=O)c2ccoc2)C1 (stereo not drawn) | -3.0
C[C@@H](Cc1ccoc1)NC(=O)Nc1ccc2c(c1)OCO2 | -2.0
Cc1ccc2[nH]c(=O)oc(=O)c2c1 | -19.0
CN(C)c1nc(NCc2ccccc2)nc(NN=Cc2cccc(Br)c2)n1 | -5.8
O=C(Cn1ncccc1=O)NCc1nnc2ccc(-c3cccs3)nn12 | -1.0
O=C(NCCn1ccn2nc(-c3ccco3)cc12)c1ccsc1 | 2.0
COc1cc(C)c(C)cc1S(=O)(=O)Nc1ccc2c(c1)CCCN2S(=O)(=O)c1cccs1 | -13.0
COC(=O)c1c(NC(=O)CC2SC(=N)NC2=O)sc2c1CCCC2 (stereo not drawn) | 7.8
COC(=O)c1sc(NC(=O)CSc2nc3ccccc3c(=O)n2-c2ccccc2)c(C(=O)OC)c1C | -11.0&-9.0
COC(CNC(=O)CCS(=O)(=O)c1ccccc1)c1ccc(C)s1 (stereo not drawn) | 4.0
O=C1CC2(CCN(C(=O)CCN3C(=O)c4ccccc4C3=O)CC2)Oc2ccccc21 | -8.0
O=C(CC(NCc1ccco1)C(=O)O)Nc1cc(Cl)ccc1O (stereo not drawn) | 4.0
Cc1nc2ccc(C(=O)N3CC(S(=O)(=O)c4ccc(F)cc4)C3)cc2s1 | -9.0
NC(=O)Cn1ccc(-c2ccccc2)n1 | -11.0
The list continues.
SMILES | PriA SSB inh
O=C(Cc1ccc(F)cc1F)NC(c1cccnc1)C1CCOCC1 (stereo not drawn) | -9.0
CSc1ccccc1NC(=O)/C=C/C1=Cc2ccccc2OC1 | -15.0
O=C(NCC1(O)CCOCC1)c1ccc(OC(F)(F)F)cc1 | -10.0
CCC(=O)NCCOc1ccc2nnc(-c3ccccc3Cl)n2n1 | -4.0
Cc1ccc(Cl)cc1S(=O)(=O)NCCn1ccnc1C1CC1 | -11.0
Cc1cncnc1N1CCN(C(=O)c2ccc(Br)cc2)CC1 | -4.0
O=C(Cn1cnc2ccccc21)N1CCC[C@H](Cc2nc(-c3ccccc3F)no2)C1 | -11.0
Cn1nccc1C(=O)Nc1nc(-c2ccc(Cl)s2)cs1 | -12.0
O=C(NCC1CCN(C(=O)c2cccnc2)CC1)c1cc2ccccc2s1 | -4.0
Cc1noc(C)c1S(=O)(=O)NCc1cc(-c2ccco2)n(C)n1 | -12.0
CCc1ccc(S(=O)(=O)Nc2ccc3nc(C)n(-c4ccc(OC)cc4)c(=O)c3c2)s1 | -16.0
CC1C(=O)N2CCCc3cc(NC(=O)C(C)(C)C)cc1c32 (stereo not drawn) | 0.0

15 structures already listed, sorted by molecular weight, largest number first.
SMILES | PriA SSB inh
COC(=O)c1sc(NC(=O)CSc2nc3ccccc3c(=O)n2-c2ccccc2)c(C(=O)OC)c1C | -11.0&-9.0
CCc1ccc(S(=O)(=O)Nc2ccc3nc(C)n(-c4ccc(OC)cc4)c(=O)c3c2)s1 | -16.0
O=C1CC2(CCN(C(=O)CCN3C(=O)c4ccccc4C3=O)CC2)Oc2ccccc21 | -8.0
O=C(NCC1CCN(C(=O)c2cccnc2)CC1)c1cc2ccccc2s1 | -4.0
COC(CNC(=O)CCS(=O)(=O)c1ccccc1)c1ccc(C)s1 (stereo not drawn) | 4.0
Cc1cncnc1N1CCN(C(=O)c2ccc(Br)cc2)CC1 | -4.0
O=C(Cc1ccc(F)cc1F)NC(c1cccnc1)C1CCOCC1 (stereo not drawn) | -9.0
Cc1ccc(Cl)cc1S(=O)(=O)NCCn1ccnc1C1CC1 | -11.0
O=C(CC(NCc1ccco1)C(=O)O)Nc1cc(Cl)ccc1O (stereo not drawn) | 4.0
Cc1noc(C)c1S(=O)(=O)NCc1cc(-c2ccco2)n(C)n1 | -12.0
Cn1nccc1C(=O)Nc1nc(-c2ccc(Cl)s2)cs1 | -12.0
CSc1ccccc1NC(=O)/C=C/C1=Cc2ccccc2OC1 | -15.0
O=C(NCC1(O)CCOCC1)c1ccc(OC(F)(F)F)cc1 | -10.0
CC1C(=O)N2CCCc3cc(NC(=O)C(C)(C)C)cc1c32 (stereo not drawn) | 0.0
NC(=O)Cn1ccc(-c2ccccc2)n1 | -11.0

(list continues)
SMILES | PriA SSB inh
CN1C(=O)c2ccc(NC(=O)CSc3ccc(F)cc3)cc2C1=O | 7.0
COc1cc(C(=O)Nc2c3c(nn2-c2cc(C)cc(C)c2)CSC3)cc(OC)c1OC | -16.0
O=C(NCCn1ccnc1-c1ncccn1)NCc1ccc(Cl)cc1 | 32.0
Cc1ccc(NC(=O)C2CCN(c3ccc(-c4ccco4)nn3)CC2)cc1F | -12.0
COc1cccc2cc(C(=O)NCC(OC)c3ccc(Cl)s3)oc12 (stereo not drawn) | 5.0
Cc1nnc2ccc(-c3cccc(NS(=O)(=O)c4ccc5c(c4)OCCO5)c3)nn12 | -2.0
O=C(NCCOc1cc(N2CCCCC2)ncn1)c1cccs1 | -18.0
O=C(NCCN1CCN(c2ccccc2F)CC1)C(=O)NCc1ccc(F)cc1 | -13.0
COC(=O)c1ccc(Oc2coc3c4c(ccc3c2=O)OCN(Cc2ccc3c(c2)OCO3)C4)cc1 | -21.0
C=C(C)C1CC=C(C)C(=NNC(=O)CNc2ccccc2OC)C1 (stereo not drawn) | 10.9
Cc1ccc(S(=O)(=O)N=C(c2ccc(F)cc2)n2c(C)nc3ccccc32)cc1 | -10.3
CC(C)(C)N(C(=O)c1ccc([N+](=O)[O-])o1)C(=O)N1CCCCC1 | 9.0
COc1cc(Nc2ncnc3c2c(-c2ccccc2)cn3-c2cccc(C(F)(F)F)c2)cc(OC)c1OC | 1.0
Cc1ccccc1C1CCN(C(=O)CN2CCN(c3cccc(Cl)c3)C2=O)CCS1 (stereo not drawn) | -11.0
CCCCC(=O)Nc1nc2ccc(Cl)cc2s1 | -8.0&-2.0
CC(C)(C)C(=O)N1CCc2ccc(NC(=O)c3ccc(F)cc3Cl)cc21 | -2.0
COc1ccc(C(C)=NNC(=O)OC(C)(C)C)cc1[N+](=O)[O-] | -1.8
CCCCn1c(SCc2nc(-c3ccc(F)cc3)no2)nc2ccccc2c1=O | 0.0
COC[C@@](C)(O)CNC(=O)C(=O)NCc1ccc(F)cc1 | 5.0
FC(F)(F)c1cccc(Nc2nc(-c3ccccc3)c3cc(Cl)ccc3n2)c1 | -17.0&-14.0
O=C(Cn1cnc2ccccc21)NCc1cncc(-c2cccs2)c1 | 1.0
O=C(NCc1cnn2c1CCCC2)c1ccc2noc(-c3ccccc3)c2c1 | -18.0
O=C(NN=Cc1ccc(Cl)cc1)c1sccc1-n1cccc1 | -7.4
COc1cc(C(C)=O)ccc1OC(=O)N(c1ccccc1)c1ccccc1 | 9.0
CCOc1ccc(-c2noc(CCn3c(=O)[nH]c4ccccc4c3=O)n2)cc1 | -1.0
Cc1ccc(Cl)cc1NS(=O)(=O)c1cc(S(=O)(=O)Nc2cc(Cl)ccc2C)c2cccc3c2c1NC3=O | 5.0
O=C1CN(C(=O)C2CN(S(=O)(=O)C3CC3)C2)CCN1 | -8.0
COC(=O)N1CCc2ccc(NC(=O)Cc3ccc(OC)c(OC)c3)cc2C1 | 2.0
CN(C)S(=O)(=O)c1ccc2c(c1)CCN2C(=O)c1ccc(S(=O)(=O)NC2CC2)cc1 | -12.0
COc1ccc(S(=O)(=O)Nc2ccc3c(c2)CCCN3C(=O)c2ccccc2)c(C)c1 | 17.0
O=C(N1CCN(c2nc(-c3ccsc3)cs2)CC1)C1(c2ccccc2)CCOCC1 | -2.0
CNC(=O)c1c(NC(=O)c2ccc(C(=O)OC)cc2)sc(C)c1C | -6.0
COC(=O)/C=c1/s/c(=C(/C#N)C(N)=O)n(-c2ccccc2)c1=O | -18.0
O=C(CSc1nc(-c2ccccc2)nc2c1Cc1ccccc1O2)Nc1ccccc1C(F)(F)F | 2.0
Cn1cccc(C(=O)NCCn2ccnc2C2CC2)c1=O | -21.0
COc1ccc(OC)c(C(=O)N=c2sc3cc(OC)c(OC)cc3n2C)c1 | 6.0
O=S(=O)(Cc1cc(F)ccc1F)NCC1(c2cccs2)CCOCC1 | -5.0
Cc1cc(C(=O)Nc2nnc(Cc3cccs3)o2)n(C)n1 | 20.0
O=C(NCc1ccc(OC(F)(F)F)cc1)C1CN(c2nc3ccc(F)cc3s2)C1 | -16.0
COc1cn2c(cc1=O)C(=O)N(CCNC(=O)c1ccc3c(c1)OCO3)CC2 | -8.0&1.0
COc1ccc(-n2c(=O)c3sc4ccccc4c3n(Cc3cccc(C(F)(F)F)c3)c2=O)cc1 | -2.0
O=C1CC(c2ccccc2)CC(=NCCO)C1=C(O)CCCN1C(=O)c2ccccc2C1=O (stereo not drawn) | -1.5
COc1ccc(OC)c(Nc2nc(CC(=O)N3CCN(c4ncccn4)CC3)cs2)c1 | 19.0*
O=C(NCCOc1ccccc1)NCCC(O)C1CCOCC1 (stereo not drawn) | 9.0
CCOc1ccc(OCCNC(=O)c2cc3cccc(OCC)c3oc2=O)cc1 | -11.0
COc1ccc(-c2nn(-c3ccccc3)cc2C=NNC(=O)c2cccc(S(=O)(=O)Nc3ccccc3Cl)c2)cc1 | -0.3
Cc1csc(NC(=O)Nc2cn(C)c3ccccc23)n1 | 2.0
CCOc1ccc(OCC)c(S(=O)(=O)N2CCN(c3nc(C)cc(N4CCCC4)n3)CC2)c1 | -3.0
O=C(Cc1cccc2ccccc12)NCCOc1ccc(F)cc1 | -7.0

These rows are one share of the data. The share of hits here may be higher or lower than overall.
